# Apaf1 inhib – human Apaf-1 inhibition. 330,000 tested, 0.71% active. inhibition, % at 20 µM. O14727. AID 489030. reconstituted apoptosome caspase-3 activity, DEVD-Rh110 fluorescence; active = inhibition of at least 40% at 20 µM;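 also: plate controls were DMSO wells for no effect and DEVD-CHO caspase inhibitor wells for full effect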
#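 System: Apoptosome proteins | Medium: Hepes pH 7.5 with detergent and BSA | Also added: Cytochrome c trigger plus (Z-DEVD)2-Rh110 caspase-3 substrate | Incubation: 30 min compound preincubation, 50 min activation, room temperature | Detection: Rhodamine 110 fluorescence at Ex 480/Em 540 nm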
# SENP1 inh – SENP1 (human) catalytic domain inhibition | Q9P0U3 | recombinant SENP1 catalytic domain, CyPet-SUMO1-YPet FRET cleavage | inhibition, % at 10 µM | 360,000 tested, 0.21% active | AID 624204;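 active = inhibition at least 30% at 10 µM, raw YFP signal under a set limit, fluorescence ratio 0.5 to 1.5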;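 also: 0% = enzyme with DMSO and 100% = no enzyme wells; some results filed as inactive read as strong as hits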
# Target sequence (Q9P0U3 419-644 limits assumed): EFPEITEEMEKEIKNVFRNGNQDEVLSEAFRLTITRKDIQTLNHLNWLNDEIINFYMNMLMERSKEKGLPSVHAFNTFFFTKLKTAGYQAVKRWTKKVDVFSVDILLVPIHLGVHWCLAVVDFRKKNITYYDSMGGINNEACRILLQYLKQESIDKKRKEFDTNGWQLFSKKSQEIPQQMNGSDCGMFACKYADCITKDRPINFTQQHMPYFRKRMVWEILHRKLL
#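 System: Recombinant human SENP1 catalytic domain, His6-tagged | Incubation: Enzyme reaction for 50 min at room temperature, dark | Medium: Tris pH 8 with BME, BSA, NP40 and catalase | Also added: 25 nM SUMO1 FRET substrate | Compound: 10 µM single point, 0.5% DMSO | Measured by: FRET fluorescence in CFP and YFP emission channels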
# SENP7 inh – SENP7 protease inhibition. recombinant SENP7, Z-RLRGG-aminoluciferin luminescence, 40 min. inhibition, % at 5 µM. 330,000 tested, 1.5% active. Q9BQF6;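 active = inhibition above about 50% at the single test dose, limit read from the data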;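 also: plate controls were DMSO with enzyme for no effect and no enzyme buffer wells for full effect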
# SENP8 block-1 – blocks human SENP8 cleavage of Nedd8 substrate; AID 602440; recombinant SENP8, Nedd8 substrate fluorescence; inhibition, % at 20 µM; Q96LD8; 360,000 tested, 0.64% active; in the data active = inhibition mostly above about 40%, no sharp cut-off; inactive = mostly below about 27%
# Target sequence (Q96LD8 whole entry, looked up): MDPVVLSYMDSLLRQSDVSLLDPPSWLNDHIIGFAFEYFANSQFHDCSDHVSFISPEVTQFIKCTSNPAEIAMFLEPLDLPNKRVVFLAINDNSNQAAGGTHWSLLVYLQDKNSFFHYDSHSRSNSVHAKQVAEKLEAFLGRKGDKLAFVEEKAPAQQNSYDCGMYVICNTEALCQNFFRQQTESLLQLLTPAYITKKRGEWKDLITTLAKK
# APOBEC3G inh – blocks human APOBEC3G single-stranded DNA deamination; recombinant A3G, ssDNA deamination FAM/TAMRA fluorescence; inhibition, % at 20 µM; AID 493012; 330,000 tested, 0.28% active;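 active = inhibition of at least 40% at 20 µM, with no more than 30% in the related APOBEC3A deaminase screen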;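 also: plate controls were DMSO wells with A3G for no effect and wells lacking A3G enzyme for full effect; some compounds called inactive have numbers as strong as hits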
# Target sequence (Q9HC16 whole entry, looked up): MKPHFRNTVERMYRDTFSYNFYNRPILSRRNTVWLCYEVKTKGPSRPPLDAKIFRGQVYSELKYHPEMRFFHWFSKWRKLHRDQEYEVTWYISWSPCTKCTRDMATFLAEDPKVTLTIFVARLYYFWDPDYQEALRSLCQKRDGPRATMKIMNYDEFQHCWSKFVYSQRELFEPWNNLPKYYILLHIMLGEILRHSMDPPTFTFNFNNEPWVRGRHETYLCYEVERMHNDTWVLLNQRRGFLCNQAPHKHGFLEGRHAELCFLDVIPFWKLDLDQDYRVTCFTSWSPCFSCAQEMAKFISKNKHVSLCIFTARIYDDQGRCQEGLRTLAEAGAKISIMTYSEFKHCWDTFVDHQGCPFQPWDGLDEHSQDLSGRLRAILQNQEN
# SENP6 inh – SENP6 protease inhibition. Q9GZR1. Recombinant SENP6 catalytic domain, aminoluciferin luminescence. inhibition, % at 10 µM. 330,000 tested, 1.8% active;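 active = inhibition above about 50% at the single tested dose, limit read from the data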;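 also: plate controls were DMSO wells with enzyme for no effect and DMSO wells lacking enzyme for full effect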
# SENP8 block-2 – blocks the human protease SENP8 | AID 2540 | Q96LD8 | purified SENP8, Z-RLRGG-aminoluciferin cleavage, luminescence | inhibition, % at 10 µM | 330,000 tested, 1.2% active; in the data active = inhibition above about 50%
# UBC13 polyUb – inhibitors of human UBC13 polyubiquitin chain formation; P61088; TR-FRET; inhibition, % at 20 µM; 330,000 tested, 0.47% active; in the data active = inhibition above about 45%, passing the limit was not always enough
# Target sequence (P61088 whole entry, looked up): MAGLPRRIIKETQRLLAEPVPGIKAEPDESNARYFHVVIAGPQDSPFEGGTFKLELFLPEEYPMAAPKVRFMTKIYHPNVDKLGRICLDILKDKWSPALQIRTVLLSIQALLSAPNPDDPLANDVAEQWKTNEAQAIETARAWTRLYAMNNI
# * = called active by the depositor; . = not tested or not shown.
1: CCN(CC)C(=O)Cn1c(=O)n(CCCCCC(=O)Nc2ccccc2)c(=O)c2sccc21
2: COc1cc(CN(C)Cc2cc(=O)n3ccsc3n2)ccc1OC(F)F
3: Cc1cccc(-c2nc3ccc(C(=O)NCCN4CCN(C)CC4)cc3nc2-c2cccc(C)c2)c1
4: CCc1cccc(CC)c1NC(=O)C1CCN(C(=O)c2ccco2)CC1
5: COC(=O)C1=C(C(=O)OC)[C@@H]2N(C)c3ccccc3[C@@]23C[C@@H](CO)N(C(=O)NCCBr)C3=N1
6: CC1CCCN(S(=O)(=O)c2ccc(NC(=O)CN3CCCCC3)cc2)C1 (stereo unspecified)
7: CCCOc1ccc(C(=O)NCCN2CCOCC2)cc1
8: Cc1ccc(S(=O)(=O)NC(C)(C)CSc2ncccn2)cc1
9: Fc1ccc(-c2nnc(N3CCOCC3)c3ccccc23)cc1F
10: CN(Cc1cnccn1)C(=O)CC1C(=O)NCCN1Cc1ccc(F)cc1Cl (stereo unspecified)

assay / compound	1	2	3	4	5	6	7	8	9	10
UBC13 polyUb	1	-1	57*	3	2	6	5	-6	-1	-1
SENP7 inh	1	2	-3	-1	4	-7	-4	10	5	17
SENP8 block-1	16	-90	-385	17	10	8	19	25	9	-87
SENP8 block-2	8	-3	-6	3	4	-1	-2	1	-6	-8
SENP6 inh	-2	-3	-9	33	7	10	-6	-2	-22	-8
APOBEC3G inh	1	-5	-6	-12	-1	-5	-7	-4	0	-6
SENP1 inh	3	-6	0	0	0	-1	-1	1	1	-12
Apaf1 inhib	-11	-4	36	-2	-2	0	-5	-3	12	-5

# Overlap with the part before: 2 entries, followed by the next part.
9: Fc1ccc(-c2nnc(N3CCOCC3)c3ccccc23)cc1F
10: CN(Cc1cnccn1)C(=O)CC1C(=O)NCCN1Cc1ccc(F)cc1Cl (stereo unspecified)
11: CCOc1ccc(C(C#N)N2CCOCC2)cc1OC (stereo unspecified)
12: COc1ccc(C)cc1NC(=S)N1CCN(S(C)(=O)=O)CC1
13: CCCCN(C(=O)Nc1ccc(OCC)cc1)C1CCN(C(C)=O)CC1
14: CCCOc1ccccc1Nc1nnc(C)c(=O)[nH]1
15: COc1cccc(-c2cc(=O)c3cc(NC(=O)c4ccc(N(C)C)cc4)ccc3[nH]2)c1
16: Oc1ccc(-c2nc3ncccn3c2Nc2ccc3c(c2)OCCO3)cc1
17: O=C(N=C1c2ccccc2CN1c1cccc(Cl)c1)c1cccnc1
18: CCN(CC)S(=O)(=O)c1ccc(N2CCOCC2)c(NC(=O)c2sccc2C)c1
19: Cc1c(NC(=O)c2cccc(NC(=O)COc3ccc(C#N)cc3)c2)c(=O)n(-c2ccccc2)n1C
20: COc1ccc(F)cc1CN1CCN(CC(=O)Nc2ccccc2C(=O)NC2CC2)CC1

assay / compound	9	10	11	12	13	14	15	16	17	18	19	20
UBC13 polyUb	-1	-1	8	4	-10	-5	-24	-6	1	-6	-2	5
SENP7 inh	5	17	-5	-4	-9	-19	-4	4	3	-7	0	7
SENP8 block-1	9	-87	13	12	14	12	.	17	9	-10	6	-4
SENP8 block-2	-6	-8	7	-7	-4	-8	-6	7	6	-11	-7	-3
SENP6 inh	-22	-8	-8	1	-7	-7	-7	7	24	-5	-16	-2
APOBEC3G inh	0	-6	-1	-3	-8	-8	-9	-6	-8	-7	5	0
SENP1 inh	1	-12	2	2	1	1	.	13	0	0	-1	0
Apaf1 inhib	12	-5	0	-5	4	3	5	12	-10	12	-1	7

21: Cc1onc(-c2ccccc2Cl)c1C(=O)OCC(=O)Nc1ccc2c(c1)OCO2
22: O=C1C=C(c2ccc(Cl)c(C(F)(F)F)c2)C[C@@H](c2ccc(Cl)cc2)C1
23: N#Cc1c(SCC(=O)Nc2nc3ccccc3s2)sc2c(O)cc(=O)[nH]c12
24: CC(C)NC(NC(=O)Cc1ccccc1)C(Cl)(Cl)Cl (stereo unspecified)
25: COc1cc([N+](=O)[O-])ccc1NC(=O)CC1SC(=Nc2ccc(F)cc2)N(CCC2=CCCCC2)C1=O (stereo unspecified)
26: COc1ccc2nc(NC(=O)CSc3nnc(C)s3)sc2c1
27: CC(=O)N1C(=O)CC(C)N(C(C)=O)c2ccc([N+](=O)[O-])cc21 (stereo unspecified)
28: CC(=O)N/C(=C\c1ccccc1)C(=O)OCc1ccc(F)cc1
29: Cc1ccc2cccc(OCC(=O)N3CCc4ccccc43)c2n1
30: Cn1c(N)c(C(=O)COC(=O)c2cc(-c3ccccc3)nc3ccccc23)c(=O)n(C)c1=O

assay / compound	21	22	23	24	25	26	27	28	29	30
UBC13 polyUb	-12	-6	-22	-5	-17	2	-2	3	0	25
SENP7 inh	-15	-2	10	-9	5	10	2	-5	-6	2
SENP8 block-1	4	14	-241	21	12	15	20	9	-1	.
SENP8 block-2	-1	-16	3	-8	-4	-15	8	-8	0	5
SENP6 inh	-4	-20	-15	-18	-3	-9	3	-18	-11	0
APOBEC3G inh	-6	-4	64	-2	0	-8	0	-8	-12	-6
SENP1 inh	-2	2	-37	2	-1	2	-1	0	2	.
Apaf1 inhib	25	36	-12	-4	13	-23	-6	-8	-16	-7

31: Cc1cccc(-c2nsc(SCC(=O)NCC3CCCO3)n2)c1 (stereo unspecified)
32: COC(=O)NCC(c1ccco1)N1CCN(c2ccc(F)cc2)CC1 (stereo unspecified)
33: CCC(CO)Oc1cc(NCc2cccc(C)c2)c2ncn(C(C)C)c2c1 (stereo unspecified)
34: CON(C)c1nc(Oc2ccc(=O)[nH]n2)nc(N(C)C)n1
35: Cc1ccc2ncccc2c1[N+](=O)[O-]
36: COC(=O)C/C=C/N(Cc1ccccc1OC)S(=O)(=O)CCl
37: CCNC(=O)CSc1nnc(-c2cccs2)o1
38: C=CCc1cc(S(=O)(=O)c2ccc(O)c(CC=C)c2)ccc1O
39: Cn1nnnc1SCC(=O)Nc1ccc(C(=O)N2CCN(Cc3ccccc3F)CC2)cc1
40: COc1ccc(CNC(=O)[C@H](C)NC(=O)C2CC(=O)N(c3ccc4c(c3)OCO4)C2)cc1 (stereo partly specified)

assay / compound	31	32	33	34	35	36	37	38	39	40
UBC13 polyUb	21	7	-6	-7	-6	.	4	8	0	-5
SENP7 inh	5	4	10	-7	-3	3	-5	0	4	6
SENP8 block-1	20	10	42*	14	10	5	13	9	1	13
SENP8 block-2	-1	0	3	-13	2	.	0	2	6	5
SENP6 inh	13	-11	-5	-16	-6	.	-6	-10	-4	15
APOBEC3G inh	-9	0	-4	-5	-10	-2	-3	-3	-7	-4
SENP1 inh	3	5	1	2	0	2	0	0	1	2
Apaf1 inhib	-14	-6	54*	4	-13	7	1	10	-2	-3

# Part of the list above with just SENP7 inh, APOBEC3G inh and SENP1 inh.
entry	SMILES	SENP7 inh	APOBEC3G inh	SENP1 inh
31	Cc1cccc(-c2nsc(SCC(=O)NCC3CCCO3)n2)c1 (stereo unspecified)	5	-9	3
35	Cc1ccc2ncccc2c1[N+](=O)[O-]	-3	-10	0
34	CON(C)c1nc(Oc2ccc(=O)[nH]n2)nc(N(C)C)n1	-7	-5	2

# (next part)
41: CCN(CC)S(=O)(=O)c1ccc(OC)c(NC(=S)Nc2cccc(C)c2C)c1
42: Cc1ccc(C(=O)CSc2ncnc3ccccc23)o1
43: O=C(OCc1cccc(C(F)(F)F)c1)c1ccc[nH]c1=O
44: CN(C(=O)CSCC(=O)Nc1ccc(Cl)cc1)C1CCCCC1
45: Cc1nc2ccccc2c(=O)n1NC(=O)Cc1ccc(Br)cc1
46: O=C(CCCCCn1c(=O)[nH]c2ccccc2c1=O)NCCc1c[nH]c2ccccc12
47: NC(=O)c1ccc[n+](CC(=O)NCc2ccc(Cl)cc2)c1
48: CNc1nc2[nH]c(=O)c3c(c2s1)OC(N)=C(C#N)C3c1cccc(F)c1 (stereo unspecified)
49: COc1ccc(CCNCC(=O)Nc2ccc(C(=O)N3CCCCC3)cc2)cc1
50: COc1cc(C2CC(=O)Nc3cc(C)c(C)cc32)cc(OC)c1OC (stereo unspecified)

assay / compound	41	42	43	44	45	46	47	48	49	50
UBC13 polyUb	-21	10	-4	4	7	58*	8	-26	-3	3
SENP7 inh	-6	37	1	8	2	-13	4	5	-4	4
SENP8 block-1	28	-7	-95	4	1	-9	13	-14	5	9
SENP8 block-2	-6	-25	5	0	-3	-3	5	4	-6	-10
SENP6 inh	-6	33	2	-9	-7	-1	4	13	-11	-7
APOBEC3G inh	-2	-5	-9	-3	-8	-7	-2	-4	-1	-4
SENP1 inh	2	-173	-1	4	-1	-5	9	-24	2	1
Apaf1 inhib	11	-8	-2	9	-13	7	-4	10	5	12

51: Nn1cc(-c2ccccc2)nc1SCC(=O)Nc1cccc(S(N)(=O)=O)c1
52: O=S(=O)(c1ccc(Cl)cc1)N1CCN(Cc2c[nH]c3ccccc23)CC1
53: O=C(Nc1cc(Cl)ccc1Oc1ccccc1)c1ccc(F)cc1
54: CC(C)(C)OC(=O)N1CCNc2ccccc2C1
55: COc1ccc(CNC(=O)CCN2C(=O)c3ccccc3C2=O)cc1OC
56: CN(C(=O)COC(=O)CSCc1cccc(Cl)c1)c1c(N)n(Cc2ccccc2)c(=O)[nH]c1=O
57: CC(C)(C)n1nnnc1C(c1ccncc1)N1CCCCCC1 (stereo unspecified)
58: COc1cccc(NC(=O)Nc2cc(C)on2)c1
59: COc1ccc(OC)c(S(=O)(=O)n2nc(C)cc2C)c1
60: Cc1cccnc1NC(=O)c1sc2ccccc2c1Cl

assay / compound	51	52	53	54	55	56	57	58	59	60
UBC13 polyUb	13	-1	6	-2	2	-4	3	6	-1	2
SENP7 inh	9	2	-2	-1	3	7	3	-6	-13	15
SENP8 block-1	2	24	9	8	11	-2	21	16	-6	-22
SENP8 block-2	0	8	-5	-8	-3	2	0	-6	-6	-4
SENP6 inh	21	4	10	-12	3	0	-5	-9	-18	12
APOBEC3G inh	-9	-1	-8	0	-9	-1	-2	-5	-10	-4
SENP1 inh	2	2	1	1	-3	-2	0	2	0	2
Apaf1 inhib	-21	15	7	-14	9	8	-16	-5	-38	-16

# Single records, from the list above.
# `COc1ccc(OC)c(S(=O)(=O)n2nc(C)cc2C)c1` across the screens: UBC13 polyUb = -1; SENP7 inh = -13; SENP8 block-1 = -6; SENP8 block-2 = -6; SENP6 inh = -18; APOBEC3G inh = -10; SENP1 inh = 0; Apaf1 inhib = -38
# `O=S(=O)(c1ccc(Cl)cc1)N1CCN(Cc2c[nH]c3ccccc23)CC1` across the screens: UBC13 polyUb = -1; SENP7 inh = 2; SENP8 block-1 = 24; SENP8 block-2 = 8; SENP6 inh = 4; APOBEC3G inh = -1; SENP1 inh = 2; Apaf1 inhib = 15

# Following part:
61: COc1cccc(C(=O)OCn2nnc3ccccc3c2=O)c1
62: Cc1c(Cl)cccc1NC(=O)[C@@H](NC(=O)c1ccccc1Cl)C(C)C
63: O=C(O)[C@H](Cc1c[nH]c2ccccc12)Nc1ncccc1[N+](=O)[O-]
64: Cc1onc(-c2ccccc2)c1C(=O)Nc1sc2c(c1C#N)CCC(C)C2 (stereo unspecified)
65: CCN1C(=O)/C(=C\c2ccc(-c3cccc(C(=O)OC)c3)o2)SC1=Nc1ccc(C(=O)O)cc1

assay / compound	61	62	63	64	65
UBC13 polyUb	4	6	-9	-3	-20
SENP7 inh	-25	-2	1	3	4
SENP8 block-1	-1	7	24	-7	.
SENP8 block-2	-12	2	6	2	2
SENP6 inh	-24	-9	-20	7	2
APOBEC3G inh	-8	-6	-3	-4	-4
SENP1 inh	4	1	0	-13	.
Apaf1 inhib	-10	2	7	18	2

# Assay outcomes deposited in PubChem BioAssay by Sanford-Burnham Center for Chemical Genomics.
